# Bioassay records: PubChem, several laboratories
# CDK5 p35 inh – CDK5/p35 (human) kinase inhibition; 330,000 compounds, 0.01% hits; inhibition, % at 10 µM; Recombinant CDK5/p35, ADP-Glo luminescence, 60 min; Q00535+Q15078;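 active = highest replicate inhibition of at least 50% and at least 75% of replicates reaching 50%; inconclusive = only one of the two criteria met; inactive = both criteria failed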;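 note: plate controls were DMSO neutral control for no effect and GW8510 at 10 µM for full effect; many of its hits are not listed in these tables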
# Target sequence (Q00535 whole entry, looked up): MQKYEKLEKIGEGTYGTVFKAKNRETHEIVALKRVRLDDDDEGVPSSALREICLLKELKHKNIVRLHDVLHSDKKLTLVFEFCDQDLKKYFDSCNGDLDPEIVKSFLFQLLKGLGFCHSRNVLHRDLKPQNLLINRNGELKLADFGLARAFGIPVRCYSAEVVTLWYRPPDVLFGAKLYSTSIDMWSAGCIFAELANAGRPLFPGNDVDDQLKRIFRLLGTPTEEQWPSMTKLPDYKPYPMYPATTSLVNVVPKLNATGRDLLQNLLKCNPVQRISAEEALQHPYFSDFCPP
# Target sequence (Q15078 whole entry, looked up): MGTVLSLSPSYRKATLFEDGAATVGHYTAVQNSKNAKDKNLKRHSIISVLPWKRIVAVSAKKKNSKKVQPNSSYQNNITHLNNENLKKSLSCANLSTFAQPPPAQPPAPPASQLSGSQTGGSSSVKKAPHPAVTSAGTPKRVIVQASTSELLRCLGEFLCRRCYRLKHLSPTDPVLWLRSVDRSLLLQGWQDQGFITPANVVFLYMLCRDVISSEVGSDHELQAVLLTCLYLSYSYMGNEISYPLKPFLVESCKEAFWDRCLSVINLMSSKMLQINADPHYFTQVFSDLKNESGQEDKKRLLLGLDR
# MITF act – increases MITF-driven TRPM1 promoter luciferase signal | 300,000 compounds, 0.75% hits | SK-MEL-5 TRPM1-promoter luciferase, 24 h; % of positive control, neutral wells = 0 | AID 588334 | activation, % at 12.5 µM;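 active = mean activation of at least 80% with every replicate also reaching 80%; inconclusive = mean reaches 80% but some replicate falls short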;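 note: 0% = neutral control wells and 100% = parthenolide positive control wells; values of inactives mirror those of a sister screen read the other way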
# Wnt act – activates Wnt/beta-catenin signaling in a reporter cell assay | activator, plate reader | activation, % at 9.35 µM | 300,000 compounds, 1.2% hits; in the data active = activation above about 30%, passing the limit was not always enough; inconclusive = no clear call, values can overlap the other calls;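 note: 0% = neutral control wells and 100% = positive control wells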
# Tat export inh – E. coli Tat transport inhibition. E. coli MC4100 TorA-mCherry Tat export, fluorescence. inhibition, % at 10 µM. 340,000 compounds, 0.036% hits. AID 488895;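 active = mean replicate inhibition at least 50% and at least half of replicates individually reaching 50%; inconclusive = only one of the two criteria met; inactive = neither criterion met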;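 note: exported cargo escapes ClpAP degradation while cytoplasmic cargo is degraded and loses fluorescence; 0% = median of neutral control wells and 100% = median of NaSCN control wells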
# dFosB activator – activators of mouse delta FosB homodimer | purified delta FosB, TAMRA-CDK5 oligo fluorescence polarization; percent of positive-control signal above neutral wells | activation, % at 25 µM | 340,000 compounds, 0.99% hits | AID 493131;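 active = mean activation above about 17%, with every replicate also reaching it, limit read from the data, passing the limit was not always enough; inconclusive = only one of the two conditions met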;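 note: fluorescence polarization rise as delta FosB binds a TAMRA Cdk5 AP-1 oligo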
# Target sequence (P13346 whole entry, looked up): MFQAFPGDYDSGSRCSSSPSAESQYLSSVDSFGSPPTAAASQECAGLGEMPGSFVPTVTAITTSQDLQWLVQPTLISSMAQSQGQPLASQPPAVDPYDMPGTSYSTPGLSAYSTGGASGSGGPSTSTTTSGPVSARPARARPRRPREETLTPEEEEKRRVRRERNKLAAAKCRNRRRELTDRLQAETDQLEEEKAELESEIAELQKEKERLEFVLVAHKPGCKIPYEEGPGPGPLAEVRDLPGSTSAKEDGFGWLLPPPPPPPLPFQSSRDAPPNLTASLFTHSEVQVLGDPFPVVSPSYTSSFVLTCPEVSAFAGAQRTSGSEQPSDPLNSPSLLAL
# CAL PDZ FP-1 – CAL PDZ (human) peptide binding inhibition | inhibition, % at 24.9 µM | purified CAL PDZ, TMR-peptide fluorescence polarization, 1 h | AID 602252 | 300,000 compounds, 0.92% hits;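 active = mean inhibition of at least 30% with at least half of replicates also reaching 30%; inconclusive = no clear call, values can overlap the other calls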;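 note: 0% = DMSO neutral control and 100% = excess unlabeled competitor peptide PRC23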
# CAL PDZ FP-2 – inhibitors of human CAL PDZ peptide binding; purified CAL PDZ, TMR-peptide fluorescence polarization, 1 h; inhibition, % at 20 µM; 330,000 compounds, 0.02% hits; AID 504414;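 active = highest replicate inhibition of at least 40%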;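 note: plate controls were DMSO neutral control wells for no effect and unlabeled competitor peptide control wells for full effect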
#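 Test system: purified CerCALP PDZ construct; Compound dosing: one concentration, 20 µM compound; Also added: TMR-labelled reporter peptide T*-PRC34 bound in PDZ groove; Read-out: inhibition from polarization loss; Controls: unlabelled peptide and DMSO controls; Signal: FP readout, S and P plane fluorescence; Incubation: 1 h at RT.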
# Rtt109 Vps75 – inhibitors of Candida albicans Rtt109/Vps75 histone acetyltransferase; purified Rtt109/Vps75, ThioGlo CoA-SH fluorescence, 4 h; inhibition, % at 34.9 µM; Q5AAJ8; AID 540336; 330,000 compounds, 0.16% hits;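 active = inhibition of at least 50% in every replicate; inconclusive = best replicate reaches 50% inhibition but some replicates fall short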
# RTF Ca sens act – increases calcium sensitivity of human cardiac regulated thin filaments; P19429+P45379; IANBD-labeled TnC RTF fluorescence at EC20 calcium; 0% EC20 calcium, 100% full calcium; activation, % at 7.2 µM; 340,000 compounds, 0.24% hits;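 active = activation above the mean over all tested compounds plus 3 SD, cut at about 30% in these data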;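 note: rise in fluorescence read as greater calcium sensitivity of cardiac thin filaments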
# V-ATPase pH – regulators of yeast V-ATPase proton transport; S. cerevisiae, pHLuorin cytosolic pH fluorescence; response, % at 10 µM; 350,000 compounds, 0.37% hits; AID 504577; in the data active = response mostly above about 7.3%, no sharp cut-off; inactive = mostly below about 5.4%; note: actives read high; inactives centre near 0; some compounds called inactive have numbers as strong as hits
# Numbers without * were called inactive; ? = inconclusive; . = not tested or not shown. No enrichment for hits; about 4.1% have a hit in one of these screens.
SMILES,CDK5 p35 inh,MITF act,Wnt act,Tat export inh,dFosB activator,CAL PDZ FP-1,CAL PDZ FP-2,Rtt109 Vps75,RTF Ca sens act,V-ATPase pH
CC(=O)c1sc(NC(=O)COc2ccc(Br)cc2)nc1C,-2.6,10,-4,-16,0,-3,-2.3,.,3,.
COc1ccc(C)cc1S(=O)(=O)N1CCN(c2ccccc2)CC1,-2.5,-10,-1,3,-9,2,0.1,-5,0,-1
Nc1ccc(Sc2nnnn2-c2ccccc2)c(Cl)c1,-2.9,-5,.,-2,-5,.,-6.0,5,0,5
Cc1ccccc1-n1nc(C)c2c1N=C1C(Cl)=CC(Cl)=CN1C2c1ccc(C(=O)O)cc1 (stereo unspecified),.,-6,2,-1,2,1,0.0,3,-4,6
COC(=O)[C@H]1C[C@@H]1[C@H](NC(=O)OCc1ccccc1)c1ccccc1,0.5,8,0,6,4,-3,-0.1,-1,4,-4
COC(=O)c1ccc(-c2cc(CC3(C(=O)OC)CCN(C(=O)OC(C)(C)C)CC3)on2)cc1,1.5,18,1,-11,-2,-4,-0.3,-8,-4,-1
CC(C)(C)c1ccc(Cn2ccc(-c3ccc4c(c3)OCO4)n2)cc1,3.0,20,-4,1,-6,-2,0.0,-9,8,0
Clc1ccccc1-c1nnc2sc(-c3ccc(Br)o3)nn12,1.9,4,0,-1,-14,-2,-5.0,6,1,0
CCc1ccccc1NC(=O)Nc1cccc(F)c1,-2.1,9,.,-5,-5,0,-2.5,.,-4,-3
CCN(CC)c1nc(Nc2ccccc2)nc(Oc2ccc(=O)[nH]n2)n1,-2.1,-3,.,17,-20,.,-2.8,3,-3,-1
CC(NC(=O)COC(=O)c1ccc(N(C)C)cc1)c1ccccc1 (stereo unspecified),0.3,-5,15,-3,-1,-4,-2.0,-3,3,3
CC(=O)Nc1ccc(SCC(=O)NNC(=O)CN(C)S(=O)(=O)c2ccc(C)cc2)cc1,0.7,-6,0,0,-9,-2,-1.9,0,22,4
COc1ccccc1NS(=O)(=O)c1cc(NC(=O)c2cc(F)c(F)c(F)c2F)ccc1N1CCOCC1,0.3,-7,-4,4,-9,.,-1.1,15,-8,3
COc1cc(C2SCC(=O)N2CCc2ccc(OC)c(OC)c2)ccc1O (stereo unspecified),0.1,-6,0,-6,0,4,-0.2,-20,.,4
COc1ccc(NC(=S)N/N=C2\CC(C)(C)Oc3ccc(OC)cc32)cc1,0.6,-17,-4,-3,-2,-2,0.9,8,4,-1
CCC(C)Cn1cnc2c(SCc3ccccn3)nc(N)nc21 (stereo unspecified),1.4,5,2,-6,0,1,-0.7,-2,14,2
CC(NC(=O)c1cccs1)C1CCCO1 (stereo unspecified),-1.3,.,-1,9,-12,-8,0.1,0,-9,0
S=C1NCN(Cc2ccco2)CN1,-0.7,2,6,-1,4,-5,-0.9,3,0,-2
CCOC(=O)c1cccc(C(=O)OCC)n1,-4.5,8,0,-8,-3,2,-1.8,-5,3,1
CCCCn1c(N)c(N(C(=O)CSc2nnnn2-c2ccccc2C)C2CCCC2)c(=O)[nH]c1=O,-1.2,-8,-4,-3,4,0,-0.6,5,-9,-6
CN(CCN1CCOCC1)Cc1nc(-c2ccccc2)no1,-0.5,2,0,-1,4,-1,-1.6,-8,-1,-1
c1ccc(CNCCN2CCNCC2)nc1,0.9,-2,.,-15,-8,-2,0.0,-5,2,0
Cc1csc(SCc2nc3scc(-c4ccccc4)c3c(=O)[nH]2)n1,0.2,16,-1,2,1,-6,-0.4,0,-1,3
CC(=O)Nc1cccc2ncccc12,0.6,4,3,-2,0,-1,-0.4,5,0,3
O=C(COC(=O)c1cc([N+](=O)[O-])ccc1N1CCOCC1)Nc1c(Cl)cccc1Cl,0.7,11,-4,8,-2,-3,-1.9,-2,-3,-7
O=C(CCS(=O)(=O)c1ccccc1)OCc1ccc([N+](=O)[O-])cc1,-3.0,1,-2,-9,1,-5,-0.7,11,-4,0
CC(C)Oc1ccc(OCCn2c(=S)[nH]c3c(N)ncnc32)cc1,4.3,1,0,13,-3,-3,-7.0,0,2,0
O=C(O)c1ccc(CS(=O)(=O)c2ccc(Br)cc2)cc1,0.3,10,1,13,-1,-4,0.1,0,1,-2
O=S(=O)(c1ccc(F)c2ccccc12)N1CCCCC1,-0.2,8,.,-3,6,-3,0.3,3,4,-1
Cc1ccc(Cl)cc1NC(=O)[C@@H]1CCC(=O)N1C1OC(=O)c2ccccc21 (stereo partly specified),-1.6,6,0,-7,-2,8,-0.3,-13,5,-2
Cc1cccc(NC(=O)COC(=O)CN2CCCCCC2=O)c1C,-0.7,0,-5,-12,1,-5,-1.1,4,2,-2
COc1cc(/C=C2\SC(=S)N(CCC(=O)Nc3cccc(O)c3)C2=O)cc(OC)c1OC,0.7,-1,-1,8,12,.,1.4,-3,-5,-1
Fc1ccc(Oc2nnnn2-c2ccccc2)cc1,-2.1,18,0,8,4,3,-17,6,11,-3
CC1(C)CN(C(Cc2ccccc2)C(N)=O)C1=O (stereo unspecified),1.1,-2,-2,-6,6,-3,-1.1,0,4,1
COc1cc2nc(NC(=O)c3ccccc3)sc(=O)c2cc1OC,1.9,37,0,-9,-8,-1,-1.9,-12,-1,-4
COc1ccc(CNC(=O)CN(c2ccc(OC)cc2)S(=O)(=O)c2c(C)nn(C)c2C)cc1,-0.6,-5,7,-6,-13,-2,0.8,5,5,8
CCCNC(=O)C1CC(c2ccccc2[N+](=O)[O-])=NO1 (stereo unspecified),0.4,-12,-2,4,-4,-3,0.7,5,2,2
COC(=O)c1ccccc1NC(=O)C1CCCN(c2nnc(-n3cccc3)s2)C1 (stereo unspecified),0.1,-4,-5,1,-2,-5,-0.8,1,6,5
Cc1ccccc1C(=O)OCC(=O)N(C)c1ccccc1,1.1,14,2,-7,-5,-3,-2.3,4,-3,-1
O=C(COc1cccc(C(F)(F)F)c1)Nc1ccc(S(=O)(=O)N2CCCCC2)cc1,2.6,4,-3,1,-13,-3,-2.3,19,-6,0

# Record cards, as listed above. Order of screens: CDK5 p35 inh, MITF act, Wnt act, Tat export inh, dFosB activator, CAL PDZ FP-1, CAL PDZ FP-2, Rtt109 Vps75, RTF Ca sens act, V-ATPase pH
# Cc1ccccc1C(=O)OCC(=O)N(C)c1ccccc1 across the screens: 1.1, 14, 2, -7, -5, -3, -2.3, 4, -3, -1
# COc1cc2nc(NC(=O)c3ccccc3)sc(=O)c2cc1OC across the screens: 1.9, 37, 0, -9, -8, -1, -1.9, -12, -1, -4
# O=C(COc1cccc(C(F)(F)F)c1)Nc1ccc(S(=O)(=O)N2CCCCC2)cc1 across the screens: 2.6, 4, -3, 1, -13, -3, -2.3, 19, -6, 0

# New compounds follow.
SMILES,CDK5 p35 inh,MITF act,Wnt act,Tat export inh,dFosB activator,CAL PDZ FP-1,CAL PDZ FP-2,Rtt109 Vps75,RTF Ca sens act,V-ATPase pH
CCOC(=O)C1=C(C)N=C2SC(C)C(=O)N2C1c1ccccc1 (stereo unspecified),-0.3,-6,0,-4,-19,-8,7.0,-2,-1,1
COc1ccc2cc[nH]c2c1,0.6,-9,-2,-6,2,3,-0.5,-3,2,0
O=C(CSc1nnc(CNc2ccc(F)cc2)n1Cc1ccco1)NC1CC1,-1.9,-1,.,-7,-9,0,.,-6,3,-3
COc1ccc(NC(=O)N/C=C/c2ccco2)cc1,-0.1,-8,-1,-3,-4,-5,0.4,-8,-1,-2
COc1cccc(NC(=O)NC2CCCCC2C)c1 (stereo unspecified),0.2,0,2,-7,-5,2,-1.3,1,10,2
Cc1ccccc1C(=O)N1CCC(n2nccc2NC(=O)CCOc2ccccc2)CC1,-0.5,13,8,3,-13,-4,-2.4,28,0,0
COc1cccc(NC(=S)NNC(=O)Cn2nc([N+](=O)[O-])cc2C)c1,0.9,3,-5,0,-5,-6,-2.0,4,0,1
CCOC(=O)c1c(C)[nH]c(C(=O)OCC(=O)N2CC(C)OC(C)C2)c1C (stereo unspecified),1.3,0,-4,-23,-14,-4,-0.1,2,-3,-2
O=C(CSc1cccc[n+]1[O-])c1ccc(-c2ccccc2)cc1,0.0,?,10,-1,-13,1,-0.8,26,-3,-3
O=C(Nc1ccc(Oc2ccccc2)nc1)C1CCN(Cc2ccco2)CC1,-1.3,-7,-3,2,-4,-5,-0.4,-9,9,8.7*
COc1ccc(CNC(=O)N2CCN(c3cccc(Cl)c3)CC2)cc1OC,1.2,-5,1,-1,-1,-2,-2.2,3,-6,-2
CN1C(=O)CSc2ccc(NC(=O)NCc3ccc(F)cc3)cc21,-0.8,0,1,10,-10,8,0.2,-1,3,4
Cn1ccnc1C(=O)C1CCCN(Cc2cn[nH]c2-c2ccc(-c3ccccc3)cc2)C1 (stereo unspecified),-3.4,1,0,-6,-8,-3,-1.2,15,-1,-1
CC1(C(=O)NNC(=O)c2cccc([N+](=O)[O-])c2)CC1(Br)Br (stereo unspecified),-1.7,-3,-2,-10,-12,-1,-1.5,-11,-1,-1
COc1ccccc1Nc1ncccc1[N+](=O)[O-],1.1,7,4,5,5,.,0.6,-8,-2,1
COc1cc(-c2nc(S(=O)(=O)c3ccc(C)cc3)c(N(C)C)o2)cc(OC)c1OC,-0.4,-7,.,4,-4,0,-0.7,0,0,-6
COc1ccc([C@@H]2[C@@H]3C(=O)N(C(C)(C)C)C(=O)[C@@H]3[C@]3(Cc4ccccc4)C(=O)N(c4cccc(Br)c4)C(=O)N23)cc1,0.4,12,-3,7,-9,-3,-1.5,1,3,4
COC(=O)c1sc2ccccc2c1NC(=O)c1ccc(S(=O)(=O)N2CCCC(C)C2)cc1 (stereo unspecified),-0.6,-4,-3,-6,-3,-2,-0.2,-4,-2,3
O=C(C[n+]1cccc(CNC(=O)c2ccc(OC(F)F)cc2)c1)Nc1ccc(SC(F)F)cc1,-1.3,-10,.,7,-160,-5,-0.7,-1,2,0
CCOc1ccc(NC(=O)c2cccc3c2C(=O)N(CC2CCCO2)C3)cc1 (stereo unspecified),-0.3,63,-2,3,-2,.,-1.1,0,6,-2
COc1cc(C(=O)NC(C)C2CC3CCC2C3)ccc1OC(F)F (stereo unspecified),1.5,.,1,0,-9,2,0.0,20,-1,1
CSc1ccc(S(=O)(=O)N2CCC(C(=O)NCCc3ccccc3)CC2)cc1,0.3,14,-3,-3,-1,-1,-1.0,-3,-5,9
CC1=C(C#N)C(NC(=O)c2cccc(Cl)c2)(C(F)(F)F)C(=O)N1 (stereo unspecified),-0.6,3,4,-9,-1,0,0.3,-5,3,5
N#Cc1sc2nc3c(cc2c1N)CCCC3,0.8,23,.,0,1,-4,0.2,1,6,2
O=C(c1ccccc1)N1CCN(C2CCCCC2)CC1,0.2,12,.,-2,-4,-2,.,7,-2,0
Cc1onc(-c2c(Cl)cccc2Cl)c1C(=O)OCC(=O)c1ccccc1,0.4,8,-3,13,-6,-6,0.1,-3,-4,-2
COc1ccccc1Nc1nc(Cl)nc(Nc2ccccc2OC)n1,0.9,1,7,0,3,-6,-0.7,-3,2,-1
